CHOP inhibitor: blocks CHOP induction under ER stress. CHO-K1 CHOP-promoter luciferase, tunicamycin-induced, 15-18 h. inhibition, % at 10 µM. 3.8% of 220,000 active;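 active means compounds that reduced the stress-induced luciferase reporter signal by more than about 70% of percent inhibition, limit read from the data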;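 further: 0% = tunicamycin plus vehicle and 100% = wells without tunicamycin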
PGE2 EP2 inh: inhibitors of human EP2 prostaglandin E2 receptor; P43116; C6 glioma cells expressing human EP2, cAMP TR-FRET; cells stimulated with saturating PGE2; inhibition, % at 25 µM; 0.52% of 260,000 active;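 active means percent inhibition above 40 after rounding to a whole number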;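 further: rat C6 glioma host cells with rolipram phosphodiesterase inhibitor present; the protocol text gives 20 µM as final concentration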
EP2 mod: modulates human prostaglandin E2 receptor EP2 signaling. P43116. AID 940. induction, % at 25 µM. EP2-expressing cells, cAMP HTRF FRET, PGE2 co-stimulation. 0.83% of 260,000 active;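 active means compounds whose cAMP rise, as percent of the full-agonist control response, exceeds 60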;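 further: rat C6 glioma line stably carrying human EP2 under a CMV promoter; the protocol text gives 20 µM as final concentration; 100% = response of wells given 1 µM PGE2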
TRPN1 ag: activates the zebrafish TRPN1 channel; HEK293 zebrafish TRPN1-YFP, Fluo-8 calcium fluorescence; 100% = response to 87 µM carbachol; activation, % at 3 µM; 0.18% of 220,000 active; AID 1424;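 active means activation above its plate's cutoff, the mean activation of test wells on that plate plus 3 SD, cut at about 19% in these data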;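 further: 0% = DMSO alone and 100% = 87 µM carbachol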
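Control set: carbachol 87 µM as high control, DMSO as low control; system: HEK293 stable line with zebrafish TRPN1-YFP; read-out: % activation versus carbachol response; detection: intracellular calcium fluorescence with Fluo-8; doses: single test compound dose, 3 µM nominal, 0.3% DMSO; schedule: dye 1 h 37 °C plus 30 min RT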
14-3-3 Bad inh: disrupts binding of bovine 14-3-3 zeta to phospho-Bad peptide. inhibition, % at 21.7 µM. TR-FRET 14-3-3zeta/Dy647-pBad peptide displacement, 1 h. 0.71% of 220,000 active;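 active means inhibition above about 70%, limit read from the data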;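 further: 0% = full 14-3-3 plus peptide FRET controls and 100% = background without 14-3-3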
Target sequence (P63103 whole entry, looked up): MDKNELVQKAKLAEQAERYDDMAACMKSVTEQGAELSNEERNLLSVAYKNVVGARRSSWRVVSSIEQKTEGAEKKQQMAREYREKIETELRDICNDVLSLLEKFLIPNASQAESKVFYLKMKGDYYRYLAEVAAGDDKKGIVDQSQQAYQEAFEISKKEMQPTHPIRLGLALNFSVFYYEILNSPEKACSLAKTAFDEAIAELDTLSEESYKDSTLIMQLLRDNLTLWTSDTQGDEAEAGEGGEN
NPY1 pot ag: potentiates or activates human NPY-Y1 receptor. 0.37% of 220,000 active. NPY-Y1 expressing cells, potentiator/agonist activation. activation, % at 3.6 µM; in the data active means activation above about 33%, passing the limit was not always enough;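 further: cells stimulated with NPY at EC10 then isoproterenol at EC100; 0% = low agonist plus stimulus and 100% = saturating agonist plus stimulus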
NPY Y1 blocker: blocks the human neuropeptide Y Y1 receptor; 1% of 200,000 active; inhibition, % at 3.6 µM; HEK293-CNG Y1 cells, membrane potential fluorescence; NPY at EC95, then isoproterenol; P25929;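 active means inhibition above the campaign mean inhibition of all tested compounds plus 3 SD, cut at about 20% in these data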;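 further: 0% = DMSO wells given NPY plus isoproterenol and 100% = isoproterenol alone without NPY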
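Material: HEK293 Y1/CNG channel cell line | Also added: NPY (25 nM), isoproterenol (1 µM), Ro 20-1724 (25 µM) | Compound: One concentration, 3.6 µM, in 0.4% DMSO | Schedule: 3 h dye uptake, 1 h room-temperature compound, 45 min post-isoproterenol | Signal: Membrane-potential fluorescent dye readout | Read-out: % inhibition of NPY effect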
TRPML3 ag: activates the human TRPML3 channel. HEK293 TRPML3-YFP, Fluo-8 calcium fluorescence; 100% = the carbachol control signal. AID 1448. Q8TDD5. 0.29% of 220,000 active. activation, % at 3 µM;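 active means activation above its plate's cutoff, the mean activation of the plate's test wells plus 3 SD, cut at about 12% in these data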;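 further: 0% = DMSO only wells and 100% = carbachol wells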
Target sequence (Q8TDD5 whole entry, looked up): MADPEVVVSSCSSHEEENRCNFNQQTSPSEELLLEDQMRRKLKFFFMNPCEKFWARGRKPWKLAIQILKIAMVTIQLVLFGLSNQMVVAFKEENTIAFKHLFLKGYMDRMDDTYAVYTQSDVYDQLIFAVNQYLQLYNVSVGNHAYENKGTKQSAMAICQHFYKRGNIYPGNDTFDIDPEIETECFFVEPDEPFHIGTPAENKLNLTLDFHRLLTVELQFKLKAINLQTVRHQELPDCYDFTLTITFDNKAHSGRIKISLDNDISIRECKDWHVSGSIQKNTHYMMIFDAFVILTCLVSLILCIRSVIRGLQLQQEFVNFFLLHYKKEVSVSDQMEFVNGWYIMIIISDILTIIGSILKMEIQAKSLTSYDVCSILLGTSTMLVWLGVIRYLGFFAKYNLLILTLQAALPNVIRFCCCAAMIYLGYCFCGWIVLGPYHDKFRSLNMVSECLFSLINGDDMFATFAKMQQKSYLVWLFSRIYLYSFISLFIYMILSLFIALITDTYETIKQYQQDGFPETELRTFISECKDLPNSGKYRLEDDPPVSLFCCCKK
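system = HEK293 cells stably carrying human TRPML3-YFP | doses = one concentration, 3 µM nominal, 0.3% DMSO | timing = dye loading 1 h 37 °C then 30 min ambient, 125 s read | detection = Fluo-8 calcium dye fluorescence, ex 470-495, em 515-575 nm | benchmarks = high control carbachol 87 µM, low control DMSO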
PPC-1+TRAIL kill: kills PPC-1 cancer cells in the presence of TRAIL; 0.41% of 220,000 active; AID 1443; PPC-1 cells + TRAIL, ATPLite viability luminescence; cell killing (% activity), % at 4 µM;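 active means cell killing above 50% in the first pass at 4 µM, then a duplicate retest at 5 µM averaging 50% or more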;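 further: plate controls were cells with TRAIL plus DMSO for no effect and medium-only wells lacking cells for full effect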
Starred values were filed as active, the others as inactive; / = not tested or not shown; & = joins results of further samples; [ ] = dose if it differs, or a comment. These rows are one share of the data; rates above refer to the full screens.

SMILES | CHOP inhibitor | PGE2 EP2 inh | EP2 mod | TRPN1 ag | 14-3-3 Bad inh | NPY1 pot ag | NPY Y1 blocker | TRPML3 ag | PPC-1+TRAIL kill
CC(=O)/C(=N\Nc1ccccc1)Sc1nnc(-c2ccccc2)n1-c1ccccc1 | 11 | 2 | 20 | -0.4 | 22 | -19 | 6 | -0.2 | 10
COc1ccc(-c2nc(SC(CC(=O)NCCO)c3cccs3)n[nH]2)cc1 (configuration not stated) | 4 | 3 | 27 | -0.1 | -14 | 3 | 1 | 0.8 | 6
COCCn1c(NCc2ccco2)nc2c1c(=O)[nH]c(=O)n2C | 7 | 4 | 11 | 1.4 | 5 | 0 | 12 | 0.5 | -1
Cc1ccccc1S(=O)(=O)Cc1ccc(C(=O)NCCCN2CCN(C)CC2)o1 | 12 | 9 | -15 | 1.6 | -4 | 14 | 5 | 1.1 | 10
CC(=O)N(c1c(C)n(C)n(-c2ccccc2)c1=O)C1(C(=O)NC2CCCCC2)CCCCC1 | 11 | 4 | 2 | 0.2 | -2[fluorescence artefact?] | 17 | -2 | 0.4 | 20
COC(=O)C(C)N(C(=O)c1ccc(C(=O)c2ccccc2)cc1)c1c(C)cccc1C (configuration not stated) | 29 | 6 | 40 | -2.5 | 0 | -13 | 7 | -0.3 | -8
O=C(OCc1c(Cl)cccc1Cl)c1ccncc1 | 46 | 19 | 25 | 0.0 | 12 | 0 | 1 | 0.2 | -16
CCN(CC(=O)NCCc1ccc(S(N)(=O)=O)cc1)Cc1nc2cc(OC)c(OC)cc2c(=O)[nH]1 | 18 | 9 | 15 | 0.5 | -5[fluorescence artefact?] | -12 | 0 | -0.5 | 12
C/C(CC(=O)NCc1ccco1)=N\NC(=O)Cc1cccc2ccccc12 | -18 | 3 | 12 | -0.4 | -17 | 6 | 4 | 0.1 | 9
CCC(=O)Nc1ccc(C(=O)NNC(=O)c2cc([N+](=O)[O-])cc([N+](=O)[O-])c2)cc1 | 0 | 11 | 13 | 1.7 | 2 | -4 | 4 | -0.5 | 1
COc1cc2c(cc1NC(=O)c1cccc([N+](=O)[O-])c1C)oc1ccccc12 | 61 | 11 | -4 | -0.2 | -22 | 3 | 1 | 0.7 | -2
COc1ccc(-n2nnc3c(=O)n(CC(=O)N4CCCc5ccccc54)cnc32)cc1 | / | 11 | / | 0.1 | / | -3 | 4 | -0.1 | 12
O=c1[nH]c(CSc2nnnn2-c2ccc(Cl)cc2)nc2ccccc12 | -4 | 2 | -39 | -1.9 | -12 | 3 | -4 | 0.3 | -1
CCCN1Cc2cccc(C(=O)N3CCN(c4ccccc4)CC3)c2C1=O | -14 | 6 | 17 | -1.3 | -3 | 4 | 2 | -0.4 | 12
Cc1cccc(Nc2ncnc3nc[nH]c23)c1 | 1 | 9 | 2 | 0.0 | 9[fluorescence artefact?] | 0 | 1 | 0.8 | 4
Cc1nc(Nc2ccc(Cl)c(Cl)c2)sc1C(=O)Nc1ccccc1 | 96* | 10 | -67 | 2.4 | 4 | -5 | -2 | 0.1 | 13
COc1cccc(NC(=O)COC(=O)c2c3c(nc4ccccc24)CCC(C)C3)c1 (configuration not stated) | 65 | 2 | -20 | -2.3 | 9[fluorescence artefact?] | -3 | 31* | -2.3 | -7
O=C(O)C1CCCCC1C(=O)NCCCc1ccccc1 (configuration not stated) | -12 | 6 | 11 | -0.7 | 0 | -24 | 8 | -0.3 | 2
Cc1cc(C)c(NC(=O)COC(=O)CSc2ccc(Br)cc2C)c(C)c1 | 6 | 8 | 21 | 0.8 | -4 | 3 | 6 | 0.5 | 8
CCN(C(=O)CSc1cc(C)c2ccccc2n1)C1CCS(=O)(=O)C1 (configuration not stated) | 3 | 6 | -6 | -2.3 | 4 | -8 | 3 | 0.2 | 2
Cc1cc(SCC(=O)c2ccc(O)c(O)c2)nc2ccccc12 | 2 | 13&6 | -52&-8 | -1.8 | -3 | 10 | 0 | 0.2 | 7
COCCn1c(SCC(=O)NC2CCCC2)nc2cccnc21 | -10 | 4 | 8 | 0.6 | 12 | 3 | 3 | 0.5 | -17
NC(=O)CCn1ccc2ccccc21 | -9 | 15 | 17 | -0.4 | 3 | 0 | 3 | 1.1 | 2
CCCc1ccc(-c2cc(C(=O)NC3=NCCS3)c3ccccc3n2)cc1 | 15 | 12 | 4 | -0.7 | 0[fluorescence artefact?] | -6 | 8 | 0.5 | 54*
CC(C)(C)C(=O)NC(=S)Nc1ccc(F)cc1 | 0 | 5 | 10 | 1.2 | -3 | -10 | 3 | 0.1 | 21
O=C(C1CCN(S(=O)(=O)c2cccc3cccnc23)CC1)N1CCc2ccccc21 | 43 | 16 | -5 | 0.1 | 14 | 9 | 0 | 0.8 | 23
Cc1csc(NC(=O)c2cccc(C)c2C)n1 | 5 | 11 | -8 | 0.2 | 10 | -16 | 6 | 1.1 | 6
O=C(CCNS(=O)(=O)c1ccc2c(c1)CCC(=O)N2)NCc1ccc2c(c1)OCO2 | -6 | 4 | 12 | 2.2 | 3 | 4 | -1 | 0.8 | 4
O=[N+]([O-])c1cccc(-c2nnc3ccc4ccccc4n23)c1 | -2 | 3 | 20 | -0.5 | -18[fluorescence artefact?] | 11 | 0 | 0.9 | -1
CC[C@@]1(O)C(=O)OCc2c1cc1n(c2=O)Cc2cc3c(N)cccc3nc2-1 | -64 | 11 | -26 | / | -3 | / | / | / | 32[5 µM]
CN(c1ccc(C(=O)Nc2ccc3c(c2)OCCO3)cc1)S(C)(=O)=O | 11 | 10 | -2 | 2.8 | 1 | -8 | 2 | 1.8 | 36
O=C(NNS(=O)(=O)c1ccccc1Cl)c1nn(-c2ccc(F)cc2)ccc1=O | 6 | 11 | 6 | 0.6 | -3 | -20 | / | 0.8 | 4
Cc1ccc(N(C(C)C(=O)N2CCC(C)CC2)S(C)(=O)=O)cc1C (configuration not stated) | 26 | 4 | 8 | -0.1 | 11 | -2 | -2 | 1.4 | 14
CCNC(=O)CCSc1nnc(-c2ccco2)o1 | 19 | 10 | -1 | 0.5 | -3 | -10 | 5 | 1.1 | -25
CCn1cc([N+](=O)[O-])c(C(=O)Nc2nc(-c3ccc(C)cc3)c(C)s2)n1 | 53 | / | 18 | -0.8 | -7 | 2 | 2 | 0.2 | 13
Cc1c(C(=O)N2CCc3ccccc32)cnn1C | -15 | 15 | -6 | -0.3 | 3 | -12 | 7 | 0.9 | 17
CC(C)=NNC(=O)c1c(O)c2ccccc2[nH]c1=O | 5 | 2 | 46 | -0.8 | -2 | -9 | / | 0.8 | 17
O=c1[nH]cnc2sc(-c3ccccc3)cc12 | 24 | 5 | 2 | -0.3 | 8 | 7 | 0 | -0.2 | -13
CCc1ccc(C(=O)COC(=O)CNC(=O)COc2ccccc2)cc1 | -17 | 6 | 31 | -1.6 | -3 | 14 | 6 | -0.6 | 9
O=C(CN1C(=O)c2ccccc2S1(=O)=O)c1ccc2c(c1)OCCO2 | 94* | 1 | -9 | 0.0 | 7 | 18 | / | 3.6 | 84*[5 µM]
Cn1ncc(C#N)c1NC(=O)c1cc(-c2ccccc2Cl)on1 | -12 | 15 | 32 | -0.5 | 5 | 15 | 1 | 0.4 | 2
O=C(O)c1cnn2c1NC(c1cccs1)CC2C(F)(F)F (configuration not stated) | 6 | 6 | 24 | 1.8 | 3 | 7 | 0 | 1.3 | 10
COc1ccc(CNC(=O)C(C)c2ccc([N+](=O)[O-])cc2)cc1 (configuration not stated) | 21 | 2 | 18 | 0.3 | -6 | 1 | 2 | 1.1 | 6
COC(=O)c1ccc(C)c(NC(=O)CCc2cc(OC)c(OC)c(OC)c2)c1 | 17 | 3 | 6 | -0.7 | -6 | -1 | -5 | 0.8 | 0
CC(C)N1C(=O)CCC1C(=O)NCc1cccs1 (configuration not stated) | -12 | 9 | 22 | -0.3 | -1 | -1 | 7 | 0.7 | 15
CC(Oc1ccccc1Br)C(=O)N1CCc2ccccc21 (configuration not stated) | 23 | 9 | 17 | -3.1 | / | 11 | 5 | -0.6 | 14
Cc1nc2ccccc2nc(C)c1=NOCc1ccc(Cl)cc1Cl | 68 | 5 | 19 | 0.7 | -6 | 6 | 0 | 0.7 | 1
COc1cccc(C(=O)CN(C(=O)c2ccc(Cl)cc2Cl)N2C(=O)c3ccccc3C2=O)c1 | 28 | 7 | 27 | 0.7 | -7 | -1 | -1 | 0.5 | 10
CCCNC(=O)COC(=O)/C=C/c1cccc(F)c1 | 4 | 1 | -35 | 0.4 | -3 | 17 | 6 | 1.0 | 22
CCc1nn2c(N)c(/C=C3\C=Nc4ccccc43)c(=O)nc2s1 | -34&5 | 3&8 | 16&6 | 2.9&-0.1 | 3&6 | -7&0 | -3 | -0.6&-0.1 | 17&17
COc1ccc(CNc2nc(C)c([N+](=O)[O-])c(C)c2C#N)cc1 | 20 | 8 | 16 | -0.4 | -4[fluorescence artefact?] | -14 | -2 | 0.6 | 10
O=c1[nH]c2cccnc2n1-c1cccc([N+](=O)[O-])c1 | 8 | 5 | -17 | 0.5 | -3 | 1 | / | -0.3 | 20
O=C(NC1CCCC1)c1ccc(Cn2c(=O)[nH]c3ccsc3c2=O)cc1 | -5 | 4 | -5 | 2.5 | 0 | 1 | / | 0.2 | 3
NNC(=O)Cn1c(COc2ccc(Cl)cc2)nc2ccccc21 | -23 | 7 | 16 | -0.3 | -1 | -13 | 3 | 0.4 | 26
Cc1nnn(C23CC4CC(CC(C4)C2)C3)n1 | 0 | 8 | 3 | 0.3 | 4 | -20 | -3 | 0.5 | 32
Cc1cc(C(=O)N2CCCC(C(=O)c3cccc4ccccc34)C2)nc(C)n1 (configuration not stated) | 6 | 7 | -23 | -0.1 | -6 | 9 | 4 | 0.3 | 13
Cc1sc2nc(SCC(=O)Nc3ccc(S(=O)(=O)NCCCC(=O)O)cc3)[nH]c(=O)c2c1C | 21 | 6 | 38 | 0.0 | 5 | -14 | 5 | 0.3 | 8
O=C(NCc1ccco1)C(Cc1ccccc1)NS(=O)(=O)c1cccc2nsnc12 (configuration not stated) | -11 | 10 | 12 | -0.9 | -9 | -2 | -5 | -0.2 | 2

Random excerpt: two records from the list
SMILES | CHOP inhibitor | PGE2 EP2 inh | EP2 mod | TRPN1 ag | 14-3-3 Bad inh | NPY1 pot ag | NPY Y1 blocker | TRPML3 ag | PPC-1+TRAIL kill
COc1ccc(CNc2nc(C)c([N+](=O)[O-])c(C)c2C#N)cc1 | 20 | 8 | 16 | -0.4 | -4[fluorescence artefact?] | -14 | -2 | 0.6 | 10
Cc1cc(C(=O)N2CCCC(C(=O)c3cccc4ccccc34)C2)nc(C)n1 (configuration not stated) | 6 | 7 | -23 | -0.1 | -6 | 9 | 4 | 0.3 | 13

High-throughput results as filed in PubChem BioAssay.
